Screening results deposited in PubChem BioAssay by several laboratories.
zfTRPN1 agonist – zebrafish TRPN1 (NompC) channel agonism; HEK293 zebrafish TRPN1-YFP, Fluo-8 calcium fluorescence; 100% = response to 87 µM carbachol; activation, % at 3 µM; 220,000 tested, 0.18% active; AID 1424;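 active means activation above its plate's cutoff, the mean activation of test wells on that plate plus 3 SD, cut at about 19% in these data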;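 further: 0% = DMSO alone and 100% = 87 µM carbachol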
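System: zebrafish TRPN1-YFP in HEK293 cells / Dosing: 3 µM single point / Timing: dye loading 1 h at 37 °C, then 30 min room temperature / Signal: Fluo-8 calcium fluorescence, excitation 470-495 nm, emission 515-575 nm / Read-out basis: percent activation from peak over basal fluorescence ratio, control-normalized / Control set: high carbachol 87 µM, low DMSO alone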
NPY-Y2 PAM-ag – human NPY-Y2 potentiation or agonism, primary screen; AID 1359; P49146; activation, % at 3.6 µM; 220,000 tested, 0.45% active; cells expressing NPY-Y2, potentiator/agonist read-out; in the data active means activation above about 27%;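 further: cells stimulated with NPY near EC25 plus isoproterenol at EC100; 0% = vehicle plus submaximal agonist and 100% = vehicle plus saturating agonist; some results beyond the cut were filed as inactive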
Target sequence (P49146 whole entry, looked up): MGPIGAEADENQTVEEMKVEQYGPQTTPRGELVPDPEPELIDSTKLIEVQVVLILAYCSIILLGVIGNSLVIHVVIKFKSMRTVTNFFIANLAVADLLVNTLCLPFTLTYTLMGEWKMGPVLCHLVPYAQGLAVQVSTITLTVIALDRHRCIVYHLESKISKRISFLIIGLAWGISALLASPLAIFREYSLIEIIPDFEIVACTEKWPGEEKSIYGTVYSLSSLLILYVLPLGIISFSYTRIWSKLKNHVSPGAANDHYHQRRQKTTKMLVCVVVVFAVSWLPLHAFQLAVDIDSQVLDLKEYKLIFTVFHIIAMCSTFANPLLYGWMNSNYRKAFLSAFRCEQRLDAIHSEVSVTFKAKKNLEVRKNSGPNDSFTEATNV
NPY-Y1 antag – NPY-Y1 (human) receptor antagonism; 200,000 tested, 1% active; HEK293-CNG Y1 cells, membrane potential fluorescence; NPY at EC95, then isoproterenol; inhibition, % at 3.6 µM; P25929;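 active means inhibition above the campaign mean inhibition of all tested compounds plus 3 SD, cut at about 20% in these data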;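 further: 0% = DMSO wells given NPY plus isoproterenol and 100% = isoproterenol alone without NPY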
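Material: HEK293 Y1/CNG channel cell line; also added: NPY (25 nM), isoproterenol (1 µM), Ro 20-1724 (25 µM); doses: one concentration, 3.6 µM, in 0.4% DMSO; schedule: compound incubation 1 h at room temperature, readout 45 min post-stimulation; technique: membrane potential fluorescence; measure: fluorescence ratio normalized to % inhibition between controls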
S1P4 antag – human S1P4 receptor antagonism. O95977. S1P4-expressing cells, antagonist mode, reporter read-out. inhibition, % at 4.98 µM. 220,000 tested, 0.26% active; in the data active means inhibition above about 29%;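 further: 0% = wells stimulated with agonist and 100% = vehicle wells without agonist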
Target sequence (O95977 whole entry, looked up): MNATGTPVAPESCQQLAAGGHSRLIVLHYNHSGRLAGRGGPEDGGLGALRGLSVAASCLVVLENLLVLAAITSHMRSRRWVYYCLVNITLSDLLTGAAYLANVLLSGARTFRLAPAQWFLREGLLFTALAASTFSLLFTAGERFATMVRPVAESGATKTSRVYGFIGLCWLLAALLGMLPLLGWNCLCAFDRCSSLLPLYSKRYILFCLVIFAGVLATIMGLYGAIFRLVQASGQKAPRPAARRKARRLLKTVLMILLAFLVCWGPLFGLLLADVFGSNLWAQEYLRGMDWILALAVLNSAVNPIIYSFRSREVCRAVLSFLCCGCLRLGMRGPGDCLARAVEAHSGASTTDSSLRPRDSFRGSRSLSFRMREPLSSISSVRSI
TRPML3 ag – agonists of human TRPML3 channel; HEK293 TRPML3-YFP, Fluo-8 calcium fluorescence; 100% = the carbachol control signal; activation, % at 3 µM; 220,000 tested, 0.29% active; AID 1448;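 active means activation above its plate's cutoff, the mean activation of the plate's test wells plus 3 SD, cut at about 12% in these data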;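 further: 0% = DMSO only wells and 100% = carbachol wells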
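Test system: TRPML3-YFP stable HEK293 cells. Doses: single point at 3 µM. Incubation: dye loading 1 h 37 °C then 30 min ambient, 125 s read. Signal: Fluo-8 calcium dye fluorescence, ex 470-495, em 515-575 nm. Measure: percent activation from peak-to-basal fluorescence ratio, scaled between DMSO and carbachol.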
S1P4 agonist – human S1P4 receptor agonism; O95977; S1P4-expressing cell line, agonist reporter assay; activation, % at 4.98 µM; 220,000 tested, 0.35% active; AID 1509; in the data active means activation above about 11%;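 further: 0% = DMSO vehicle and 100% = reference agonist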
CHOP inh – blocks CHOP induction under ER stress; inhibition, % at 10 µM; 220,000 tested, 3.8% active; AID 2732; CHO-K1 CHOP-promoter luciferase, tunicamycin-induced, 15-18 h;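 active means compounds that reduced the stress-induced luciferase reporter signal by more than about 70% of percent inhibition, limit read from the data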;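 further: 0% = tunicamycin plus vehicle and 100% = wells without tunicamycin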
EP2 modulator – EP2 receptor (human) modulation. P43116. EP2-expressing cells, cAMP HTRF FRET, PGE2 co-stimulation. induction, % at 25 µM. 260,000 tested, 0.83% active;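 active means compounds whose cAMP rise, as percent of the full-agonist control response, exceeds 60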;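 further: rat C6 glioma line stably carrying human EP2 under a CMV promoter; the protocol text gives 20 µM as final concentration; 100% = response of wells given 1 µM PGE2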
Target sequence (P43116 whole entry, looked up): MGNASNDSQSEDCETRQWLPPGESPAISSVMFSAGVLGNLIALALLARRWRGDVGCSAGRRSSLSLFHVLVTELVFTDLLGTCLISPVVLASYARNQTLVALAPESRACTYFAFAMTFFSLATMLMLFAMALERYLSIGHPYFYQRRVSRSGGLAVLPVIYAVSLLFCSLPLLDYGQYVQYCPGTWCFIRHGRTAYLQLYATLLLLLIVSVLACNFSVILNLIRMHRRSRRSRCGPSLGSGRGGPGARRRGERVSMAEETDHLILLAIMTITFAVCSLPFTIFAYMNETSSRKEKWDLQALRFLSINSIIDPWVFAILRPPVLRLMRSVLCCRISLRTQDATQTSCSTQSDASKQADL
NPY1 pot ag – potentiates or activates human NPY-Y1 receptor | NPY-Y1 expressing cells, potentiator/agonist activation | AID 1304 | 220,000 tested, 0.37% active | activation, % at 3.6 µM | P25929; in the data active means activation above about 33%, passing the limit was not always enough;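 further: cells stimulated with NPY at EC10 then isoproterenol at EC100; 0% = low agonist plus stimulus and 100% = saturating agonist plus stimulus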
Active calls of the source: *; . = not tested or not shown; & = joins results of further samples.

SMILES	zfTRPN1 agonist	NPY-Y2 PAM-ag	NPY-Y1 antag	S1P4 antag	TRPML3 ag	S1P4 agonist	CHOP inh	EP2 modulator	NPY1 pot ag
O=S(=O)(c1ccc(F)cc1)N1CCC(N2CCCCCC2)CC1	-0.6	0	-2	-14	0.6	-0.5	33	11	8
COc1ccc(NC(=O)C(c2ccccc2)N(C)C(=O)CNC(C)=O)cc1 (stereo not drawn)	1.5	-6	-7	11	0.4	0.7	-35	-13	4
N#CCc1nc2c3c4c(sc3ncn2n1)CCCC4	0.0	-2	7	4	0.9	-1.6	34	40	-14
O=[N+]([O-])c1nn(-c2ccc(Cl)cc2)n(O)c1=NCc1ccccc1Cl	-3.0	-11	6	-5	-1.0	0.6	18	18	4
O=C(Oc1ccc(-c2cnc3ccccc3n2)cc1)c1ccco1	0.9	-5	-3	3	0.5	1.6	50	-10	2
O=C(c1scc2c1CCCC2)N1CCOCC1	0.3	-4	-6	-12	0.7	2.3	0	-13	-3
O=[N+]([O-])c1ccc(N2CCN(CCO)CC2)cc1NCc1ccco1	-0.1	-12	0	-5	1.3	1.6	-14	-2	-3
O=C1/C(=C/c2ccccn2)SC(=S)N1Cc1ccccc1	0.1	2	.	6	1.3	-0.1	15	16	-7
Cc1ccc(C)c2[nH]c(=O)c(CN(Cc3ccco3)S(=O)(=O)c3ccc4c(c3)OCCO4)cc12	-0.6	-13	11	-4	3.7	-0.1	38	-53&-77	-49
CCn1c(SCc2nc3ccccc3c(=O)[nH]2)nnc1-c1cccnc1	0.9	-10	5	-1	0.2	-1.4	9	-2	-9
COc1ccccc1-c1cc(C(=O)N2CCCc3ccccc32)no1	-1.2	-12	7	6	-0.1	1.7	19	22	-10
CC(C)N(C)C1CCN(C(=O)Nc2ccc(Cl)cc2)CC1	0.9	1	1	4	0.4	2.2	-3	-15	-10
COc1ccccc1N1CN(Cc2ccccc2)CNC1=S	0.7	5	.	11	0.5	-1.1	11	0	37
Cc1ccc(C2CC(c3ccc(C)cc3)n3nc(N)nc3N2)cc1 (stereo not drawn)	5.5	2	1	-21	2.2	1.8	5	4	0
Cc1cc(C)nc(NC2=NCC(=O)N2CCc2c[nH]c3ccccc23)n1	-1.4	-12	-3	-6	0.9	-2.2	-11	-6	-14
COc1cc(/C=C(\C#N)c2nnc(N3CCOCC3)n2-c2ccccc2)ccc1O	2.5	-14	3	-7	0.8	0.8	-3	-4	-26
O=C(CCCSc1nc(-c2ccco2)cc(C(F)(F)F)n1)NCc1cccs1	-2.4	-20	5	-12	-0.1	-1.7	39	-82&-103	-14
CC(=O)N(C)c1ccc(NC(=S)Nc2cccc3ccccc23)cc1	1.5	0	0	1	0.0	-1.5	18	-5	-1
CCCC1S/C(=N/N=C/c2ccc(OC)cc2)N(Cc2ccc(OC)cc2)C1=O (stereo not drawn)	2.0	-16	5	-12	1.1	-0.3	9	35	-4
O=C1CCCN1c1ccc(Br)cc1	1.0	0	-3	-10	0.8	1.4	23	18	-5
CC(=O)c1cc(CC=C(C)C)c(O)c(CC=C(C)C)c1O	-1.6	-6	9	-16	0.6	0.8	67	-2	-13
O=C(NCCCn1ccnc1)c1cc(-c2ccncc2)nc2ccccc12	0.4	-12	14	-1	0.4	-0.9	10	2	2
CC(=O)c1c(C)oc2ccc(O)c(CN3CCOCC3)c12	0.3	-2	7	-17	0.3	0.0	14	5	17
COCCCNC(=O)c1ccc(NS(C)(=O)=O)cc1	1.2	0	12	2	0.4	-0.7	4	27	-4
Cc1ccccc1-n1c(Cn2c(=O)sc3ccccc32)nnc1SCC(=O)N1CCOCC1	-0.1	5	-2	-14	-0.4	-0.6	12	5	2
(cont.)
SMILES	zfTRPN1 agonist	NPY-Y2 PAM-ag	NPY-Y1 antag	S1P4 antag	TRPML3 ag	S1P4 agonist	CHOP inh	EP2 modulator	NPY1 pot ag
COC(=O)n1c(=O)oc2cc(S(=O)(=O)N3CCOCC3)ccc21	1.7	7	-2	-5	0.7	1.5	-1	15	6
CCn1c(SCc2cccnc2)nc2c1c(=O)n(C)c(=O)n2C	1.2	-2	11	-6	0.3	-1.1	-10	4&-33	-6
Cc1cccc(N2CCN(C(=O)CCNS(=O)(=O)c3ccc4c(c3)CCC(=O)N4)CC2)c1C	2.0	11	2	-22	0.3	-0.9	40	-3	9
CC(C)C(c1nnnn1Cc1ccccc1)N(CCCO)Cc1cc2cc3c(cc2[nH]c1=O)OCO3 (stereo not drawn)	-0.1	4	0	11	-0.1	-1.2	7	12	-22
Cc1c(NC(=O)c2ccc(N3C(=O)C4C5C=CC(C5)C4C3=O)cc2)c(=O)n(-c2ccccc2)n1C (stereo not drawn)	0.3	10	1	-17	1.0	-1.7	-13	-2	3
CC1(C(=O)NC(=S)NNC(=O)c2ccncc2)CCCCC1	6.7	-12	-1	-21	7.8	2.5	13	20	2
CCOC(CCc1c(C)nc(NC(C)=O)[nH]c1=O)OCC	0.9	-15	.	3	0.3	0.6	-3	32	-10
Cn1c(=O)c2c(nc(SCCCO)n2Cc2ccccc2Cl)n(C)c1=O	0.9	14	-4	-19	-0.7	1.5	15	21	9
O=S1(=O)C=C(SCc2ccc(Cl)c(Cl)c2)Nc2ccccc21	-0.2	4	0	-12	-0.4	1.8	35	-31	1
C=CCn1c(COc2ccccc2F)nnc1SCC(=O)N1CC(=O)Nc2ccccc21	0.3	-2	-5	3	-0.8	0.5	45	6	-10
CCOC(=O)N1CCN(C(=O)CSCc2ccccc2Cl)CC1	-0.8	8	-3	-8	-0.6	0.2	1	2	11
CCNC(=S)NNC(=O)c1cccn(Cc2ccc(Cl)cc2)c1=O	2.3	15	-8	-8	0.3	0.2	8	14	15
Cc1ccc2[nH]c(C(=O)NN=C3CCCCC3)c(-c3ccccc3)c2c1	0.0	-10	-2	-4	0.7	4.2	65	55	-21
COc1cc2c(C(=O)Nc3ccc4c(c3)OCO4)cn(CC(C)C)c(=O)c2cc1OC	0.0	-23	1	-5	-0.1	-2.2	-5	11	-1
O=C(COc1ccccc1)Nc1cccc(-c2nc3ccccc3[nH]2)c1	1.8	-15	4	-12	-0.1	0.6	2	-114	-6
COc1ccccc1NC(=O)C1=C(C)Nc2ncnn2C1c1cccs1 (stereo not drawn)	-0.2	-1	0	-6	-0.3	1.8	-15	-9	-8
Cc1onc(-c2c(Cl)cccc2Cl)c1C(=O)NCc1ccccn1	0.9	2	1	-8	-0.1	-0.5	6	5	-7
CCOC(=O)c1sc(NC(=O)CSc2n[nH]c(-c3ccncc3)n2)c(C#N)c1C	9.4	-13	0	-11	1.7	1.6	85*	4	13
CCOc1ccc(NCCC#N)cc1	1.1	8	10	-11	0.2	-0.9	6	7	-5
COc1cc(NC(=O)c2c(F)c(F)c(F)c(F)c2F)c(OC)cc1Cl	-2.3	19	-7	11	-0.5	-2.6	15	-7	35
CCOc1ccc(CN2CCN(C(=O)c3ccccc3)CC2)cc1	6.3	15	0	-26	3.0	1.4	16	8	-7
COc1ccc(CNC(=O)CCSCc2ccc(C)cc2)cc1	-3.3	0	5	2	-1.4	-0.6	5	-5	0
CCNS(=O)(=O)c1ccc2c(c1)NCC2	1.5	0	2	-8	0.6	0.3	24	28	2
COc1ccc(S(=O)(=O)Cc2ccc(C(=O)NCc3ccco3)o2)cc1	1.6	-3	-2	-5	0.8	1.8	19	2	-20
Cc1cc(C)n2nc(C(=O)NNC(=O)c3ccc(Cl)cc3)nc2n1	0.4	-15	.	-8	-1.0	1.4	-20	16	-1

Entries from the list above that contain a cyano group, in the order listed:
SMILES	zfTRPN1 agonist	NPY-Y2 PAM-ag	NPY-Y1 antag	S1P4 antag	TRPML3 ag	S1P4 agonist	CHOP inh	EP2 modulator	NPY1 pot ag
N#CCc1nc2c3c4c(sc3ncn2n1)CCCC4	0.0	-2	7	4	0.9	-1.6	34	40	-14
COc1cc(/C=C(\C#N)c2nnc(N3CCOCC3)n2-c2ccccc2)ccc1O	2.5	-14	3	-7	0.8	0.8	-3	-4	-26
CCOC(=O)c1sc(NC(=O)CSc2n[nH]c(-c3ccncc3)n2)c(C#N)c1C	9.4	-13	0	-11	1.7	1.6	85*	4	13
CCOc1ccc(NCCC#N)cc1	1.1	8	10	-11	0.2	-0.9	6	7	-5

Later entries
SMILES	zfTRPN1 agonist	NPY-Y2 PAM-ag	NPY-Y1 antag	S1P4 antag	TRPML3 ag	S1P4 agonist	CHOP inh	EP2 modulator	NPY1 pot ag
CC1=[N+](CC(=O)c2ccccc2)CCn2cccc21	0.7	0	1	6	0.2	0.2	5	21	11
CNC(=S)N/N=C/c1c(Cl)cccc1Cl	-0.5	-14	2	6	1.9	-2.4	15	-1	-27
Cc1ccc(/C=N/NC(=O)c2c[nH]c3ccccc23)o1	0.2	-9	5	11	0.9	-0.8	-48	-21	-9
Cc1ccc(CNC(=O)CN2C(C)CCCC2C)cc1 (stereo not drawn)	-1.6	-3	1	7	0.1	0.2	-10	0	9
CCC1CCCCN1C(=O)COC(=O)c1cc(Br)ccc1Cl (stereo not drawn)	-3.2	10	3	9	-1.0	0.3	17	-75	9
O=S(=O)(c1ccc(N2CCN(S(=O)(=O)c3ccccc3)CC2)nc1)N1CCCC1	-0.3	-1	-3	-15	-0.2	0.2	23	-21	11
O=C(C1CCN(C2CC(=O)N(c3cccc(Cl)c3)C2=O)CC1)N1CCCC1 (stereo not drawn)	0.0	3	1	-6	0.7	1.1	17	12	28
COC(=O)C1(C)CCc2cc(OC)ccc2C1=O (stereo not drawn)	0.9	-2	7	-2	0.9	0.3	0	-12	-26
CC1CC(=O)Nc2ccccc2N1S(=O)(=O)c1ccc(Cl)cc1 (stereo not drawn)	0.2	28	.	-1	0.9	1.7	-3	8	11
CCN(CC)CCC(=O)Nc1cccc2c1C(=O)c1ccccc1C2=O	-0.8	15	.	-62	0.7	0.5	32	-37	38
COc1ccc(CCNC(=O)CSc2nnc(Cn3c(=O)sc4ccccc43)n2C)cc1OC	-1.6	2	0	-14	-0.6	1.6	6	-2	0
Cc1c(Cc2c(Cl)cccc2Cl)c(=O)ccn1C(C)c1ccccc1 (stereo not drawn)	2.9	2	20	0	0.5	2.7	26	-16	-5
CCOC(=O)C1(CCOc2ccccc2)CCN(Cc2cnc(C)s2)CC1	1.5	1	9	3	1.3	-1.9	13	14	0
CS(=O)(=O)N(CC(=O)NCc1ccco1)c1cccc([N+](=O)[O-])c1	0.7	-14	1	17	0.7	1.9	-2	-8	-4
O=[N+]([O-])c1ccc2nc(SCc3cn4ccccc4n3)[nH]c2c1	-1.0	8	-2	-10	-0.7	0.1	1	-10	-14
Cc1ccc(C)c(SCC(=O)OCC(=O)Nc2ccc(S(=O)(=O)N3CCOCC3)cc2)c1	0.8	13	-1	21	0.3	0.7	-10	-30	2
O=S(=O)(N/N=C/c1cccnc1)c1ccc(Cl)c(Cl)c1	-1.4	-9	.	-17	0.5	1.9	-2	10	-18
CCn1c(=O)n(CC(=O)N2CCN(c3ccccc3F)CC2)c(=O)c2ccccc21	0.9	-11	-4	-4	0.1	-0.4	25	-14	5
CCOCC(=O)N1CCN(c2ccccc2OC)CC1	-0.2	-2	3	-11	0.5	0.6	2	20	-8
